HEK293 viab – GF-AFC viability counterscreen for inhibitors of alpha-synuclein gene (SNCA) expression; HEK-293-SNCA-luc viability, GF-AFC fluorescence, 24 h; Potency, µM (doses to about 57.1 µM), inactives show at the top dose activity change, negative = cytotoxicity, usual class: cytotoxic; actives 0.12% (n = 150,000); AID 1671193, 2021;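 further: potency means the concentration at half of the fitted maximal effect; 0% = DMSO-treated cells and -100% = medium-only wells without cells; nearly all actives have a fitted effect of over 30% in size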
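Cytotoxicity counterscreen: after 24 h compound treatment of genome-edited SNCA-luciferase HEK-293 cells, live-cell protease substrate GF-AFC read by fluorescence after 30 min; activity scaled between DMSO (0%) and medium-only (-100%), curves Hill-fitted.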
SNCA expr inh – Primary qHTS assay for inhibitors of alpha-synuclein gene (SNCA) expression; actives 0.17% (n = 140,000); AID 1671194, 2021; Potency, µM (titrated, usually from 57.2 µM), inactives show at the top dose activity change, negative = inhibition, usual class: inhibitors; HEK-293 SNCA-luciferase knock-in, luminescence, 24 h;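 further: potency means the concentration at half of the fitted maximal effect; plate controls were DMSO cells for no effect and cell-free wells for full effect; nearly all actives have a fitted effect of over 45% in size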
3T3 cytotox – Cytotoxic Profiling in NIH 3T3 Cell Line of Diverse Libraries Using Quantitative High-Throughput Screening; actives 4.3% (n = 94,000); Potency, µM (doses to about 96.7 µM), without a hit: top-dose activity change, negative = cytotoxicity, most hits filed as inhibitors; NIH 3T3 viability, CellTiter-Glo ATP luminescence, 48-72 h; AID 1345082, 2018; further: potency means the concentration at half of the fitted maximal effect; nearly all actives have a fitted effect of over 55% in size
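Cells were seeded at 400 per well, treated with pin-transferred compound, and kept 48 or 72 hr at 37 °C before CellTiter-Glo addition and luminescence imaging of cellular ATP.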
IP6K1 inh – Primary qHTS assay for small molecule inhibitors of Inositol hexaphosphate kinase 1 (IP6K1) | AID 1645851, 2021 | IP6K1 kinase, ADP-Glo luminescence, 2 h; active compounds read low | activity change, % (series mostly up to about 58 µM) | actives 0.81% (n = 140,000) | Inositol hexakisphosphate kinase 1 (Homo sapiens), Q92551; in the data active means activity change below about -25%
Target sequence (Q92551 whole entry, looked up): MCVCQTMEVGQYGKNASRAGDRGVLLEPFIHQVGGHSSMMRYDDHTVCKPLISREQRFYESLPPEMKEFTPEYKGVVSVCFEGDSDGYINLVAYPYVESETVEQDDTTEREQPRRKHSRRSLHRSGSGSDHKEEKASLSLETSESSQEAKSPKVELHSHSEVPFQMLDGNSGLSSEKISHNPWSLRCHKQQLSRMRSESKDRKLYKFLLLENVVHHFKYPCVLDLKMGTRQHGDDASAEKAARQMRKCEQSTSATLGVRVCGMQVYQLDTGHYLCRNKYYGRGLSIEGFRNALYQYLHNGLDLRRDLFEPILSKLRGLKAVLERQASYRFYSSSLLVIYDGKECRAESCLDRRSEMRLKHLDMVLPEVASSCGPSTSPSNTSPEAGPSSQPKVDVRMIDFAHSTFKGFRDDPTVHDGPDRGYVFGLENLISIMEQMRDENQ
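ADP-Glo luminescence measures ADP made by human IP6K1 during a 2 h RT reaction with ATP/IP6 (mix at 1.3 mM/130 uM); top library doses 57.5 and 19.1 uM final.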
GPT2 inhibitor – Primary qHTS assay for inhibitors of Glutamate pyruvate transaminase 2 (GPT2); Alanine aminotransferase 2 (Homo sapiens), Q8TD30; Recombinant GPT2, coupled pyruvate oxidase/HRP Amplex Red fluorescence; Potency, µM (titrated, usually from 57.7 µM), for the others: at the highest dose activity change, negative = inhibition, hits mostly inhibitors; actives 0.25% (n = 100,000); AID 1671188, 2021; further: potency means the concentration at half of the fitted maximal effect; nearly all actives have a fitted effect of over 60% in size; many of its hits are not listed in these tables
Target sequence (Q8TD30 whole entry, looked up): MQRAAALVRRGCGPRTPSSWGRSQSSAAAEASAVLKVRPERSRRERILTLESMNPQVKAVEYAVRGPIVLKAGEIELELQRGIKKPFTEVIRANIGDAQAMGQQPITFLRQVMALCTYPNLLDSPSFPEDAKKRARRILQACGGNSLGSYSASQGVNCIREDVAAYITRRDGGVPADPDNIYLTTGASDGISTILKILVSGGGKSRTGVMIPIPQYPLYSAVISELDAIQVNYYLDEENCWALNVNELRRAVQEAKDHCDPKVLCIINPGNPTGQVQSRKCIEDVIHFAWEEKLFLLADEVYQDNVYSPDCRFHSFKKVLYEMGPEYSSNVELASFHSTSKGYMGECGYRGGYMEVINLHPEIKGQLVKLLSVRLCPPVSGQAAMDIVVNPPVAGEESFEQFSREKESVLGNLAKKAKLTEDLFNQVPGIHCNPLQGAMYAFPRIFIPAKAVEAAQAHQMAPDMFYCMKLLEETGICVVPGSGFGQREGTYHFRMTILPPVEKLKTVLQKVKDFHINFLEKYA
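GPT2 10ng/uL, a-KG 250uM, L-Ala 2mM, HEPES pH7.5 + 0.0001% Tween; 30 min RT. Then Amplex mix (PO/HRP/ThPP), 30 min RT dark, fluorescence. AOA 50uM used as positive control.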
FLuc inh – Firefly luciferase inhibition profiling of diverse chemical library using quantitative high-throughput screening; Luciferin 4-monooxygenase (Photinus pyralis), P08659; purified P. pyralis luciferase, luminescence, biochemical; Potency, µM (series often up to 115 µM), for inactives: top-dose activity change, negative = inhibition, hits mostly inhibitors; actives 2.5% (n = 76,000); AID 1347043, 2019; further: potency means the concentration at half of the fitted maximal effect; nearly all actives have a fitted effect of over 65% in size
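FLuc 10nM, D-luciferin 10uM, ATP 10uM, Mg acetate 10mM, Tris acetate pH 7.5, Tween/BSA; cpd qHTS; enzyme added last; CCD luminescence.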
HEK cytotox – Cytotoxic Profiling in HEK 293 Cell Line of Diverse Libraries Using Quantitative High-Throughput Screening. HEK 293 viability, ATP luminescence (CellTiter-Glo), 48-72 h. Potency, µM (titrated, usually from 115 µM), without a hit: at the top dose activity change, negative = cytotoxicity, hits mostly inhibitors. actives 6.6% (n = 94,000). AID 1345083, 2018; further: potency means the concentration at half of the fitted maximal effect; nearly all actives have a fitted effect of over 60% in size
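HEK 293 cells at 250 cells/well were exposed to compounds by pintool transfer for 48 or 72 hr at 37 degree Celsius, 5% CO2. Viability was read as ATP-coupled luminescence with CellTiter-Glo after 10 min at room temperature.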
Numbers without * were called inactive; [ ] = another dose, or the depositor's remark. Unless noted, the call rests on the fitted dose curve; in most records, active means well fitted curve in the direction sought with a large enough effect; inconclusive means small, poorly fitted or top-dose-only effect, or another doubt; inactive means no such curve, though single readings can be large; an effect the other way counts as inactive or inconclusive. Unless noted, on the % scale 0 is the no-effect control and ±100 the full control effect. An excerpt; the hit share may differ from the screen's.

Results for COC1CCN(CC2CCCCCN2C(=O)c2ccoc2)CC1 (configuration not stated) ?
HEK293 viab: 7%; SNCA expr inh: 26%; 3T3 cytotox: -15%; IP6K1 inh: -10; GPT2 inhibitor: inactive; FLuc inh: -1%; HEK cytotox: -1%

What do the screens show for `C#CCNC(=O)C1CCc2nnc(-c3ccc(Cl)nc3)n21` (configuration not stated)?
HEK293 viab: -1%; SNCA expr inh: 1%; 3T3 cytotox: inactive; IP6K1 inh: -7; GPT2 inhibitor: 1%; HEK cytotox: inactive

Results for O=C(/C=C/c1ccccc1)OC[C@H]1O[C@@H](OC(=O)c2cc(O)c(O)c(O)c2)[C@H](O)[C@@H](O)[C@@H]1O ?
HEK293 viab: -19%[23.9 µM]; IP6K1 inh: -47*; GPT2 inhibitor: inconclusive

What do the screens show for `CCc1nn(-c2ccc(F)cc2)c(Oc2ccccc2)c1CCC(=O)NCC1CCCO1` (configuration not stated)?
HEK293 viab: inconclusive; SNCA expr inh: -4%; 3T3 cytotox: 32µM*; IP6K1 inh: -1; GPT2 inhibitor: inactive; FLuc inh: -7%; HEK cytotox: 40µM*

How did CCOC(=O)c1cnc2nc(NCc3ccc(OCC)cc3)[nH]n2c1=O do in these assays?
HEK293 viab: 11%; SNCA expr inh: 5%; IP6K1 inh: 12

How did COc1cc(C(=O)N2CCC[C@H]2c2nc(-c3ccccc3Cl)no2)cc(OC)c1OC do in these assays?
HEK293 viab: -6%; SNCA expr inh: -21%; 3T3 cytotox: inconclusive; IP6K1 inh: 20; GPT2 inhibitor: 0%; FLuc inh: -1%; HEK cytotox: inconclusive

What do the screens show for `CCCN(C(=O)c1cn(CC(C)C)c(=O)c2cc(OC)c(OC)cc12)c1cccc(C)c1`?
HEK293 viab: 2%; SNCA expr inh: 6%; IP6K1 inh: 16

Results for COc1ccc(OC(=O)c2nc(SCc3ccccc3C)ncc2Cl)cc1 ?
HEK293 viab: 6%; SNCA expr inh: -5%; IP6K1 inh: 9

Results for O=C(NCc1cccnc1)C1CCCN(c2ccnc3ccnn23)C1 (configuration not stated) ?
HEK293 viab: 13%; SNCA expr inh: 37%[activator]; 3T3 cytotox: inconclusive; IP6K1 inh: 16; GPT2 inhibitor: inactive; HEK cytotox: -27%

What do the screens show for `O=C(Nc1ccc(C2(C(=O)NCC3CC3)CCCCC2)cc1)C1CC1`?
HEK293 viab: 3%; SNCA expr inh: 6%; 3T3 cytotox: -4%; IP6K1 inh: 22; GPT2 inhibitor: 5%; FLuc inh: -4%; HEK cytotox: -8%

What do the screens show for `Cc1cc(OC2CN(C(=O)c3ccccc3F)C2)ccc1F`?
HEK293 viab: -9%[87.6 µM]; SNCA expr inh: 16%[87.6 µM]; 3T3 cytotox: inconclusive; IP6K1 inh: 3; GPT2 inhibitor: -7%[88.5 µM]; FLuc inh: -18%[172 µM]; HEK cytotox: inconclusive

Results for O=C(Cn1c(=O)n(Cc2ccc3c(c2)OCO3)c(=O)c2oc3ccccc3c21)Nc1ccc(F)cc1 ?
HEK293 viab: 2%; SNCA expr inh: -23%; IP6K1 inh: 25

How did CCOC(=O)CSc1nc2sc3c(c2c(=O)n1CC)CCCC3 do in these assays?
HEK293 viab: 23%; SNCA expr inh: 10%; IP6K1 inh: -2

What do the screens show for `CCC(=O)N1CCN(c2nc3c(s2)CC(C(=O)NCc2cccs2)CC3)CC1` (configuration not stated)?
HEK293 viab: 5%; SNCA expr inh: 38%; 3T3 cytotox: -29%; IP6K1 inh: 14; GPT2 inhibitor: 4%; FLuc inh: -8%; HEK cytotox: inconclusive

What do the screens show for `CCCc1cc(C(=O)N2CC[C@@H](NC(=O)c3cnccn3)[C@H](O)C2)no1`?
HEK293 viab: 1%; SNCA expr inh: -28%; 3T3 cytotox: 2%; IP6K1 inh: 9; GPT2 inhibitor: -11%; FLuc inh: -3%; HEK cytotox: inactive

What do the screens show for `O=C(c1ccc(F)cc1)N1CCc2nc(C3CC3)nc(-c3ccc(O)cc3)c2CC1`?
HEK293 viab: -22%; SNCA expr inh: 12%; 3T3 cytotox: -34%; IP6K1 inh: -6; GPT2 inhibitor: 1%; FLuc inh: -8%; HEK cytotox: inconclusive

What do the screens show for `CC(C)[C@@H]1CN(C(=O)CCCS(N)(=O)=O)C[C@H]1C(=O)O`?
HEK293 viab: 2%; SNCA expr inh: -23%; 3T3 cytotox: inactive; IP6K1 inh: -10; GPT2 inhibitor: inactive; FLuc inh: 9%; HEK cytotox: 0%

Results for CC(=O)NCC1CCCN(Cc2ccc(-c3ccccc3C#N)o2)C1 (configuration not stated) ?
HEK293 viab: -13%; SNCA expr inh: inconclusive; 3T3 cytotox: -26%; IP6K1 inh: 17; GPT2 inhibitor: inactive; FLuc inh: -1%; HEK cytotox: -21%

What do the screens show for `CCC1=C(C(=O)OC)C(c2ccccc2OC)N2C(CC(=O)NCC3CC3)=CSC2=N1` (configuration not stated)?
HEK293 viab: -7%; SNCA expr inh: 10%; 3T3 cytotox: -24%; IP6K1 inh: 10; GPT2 inhibitor: inactive; FLuc inh: -8%; HEK cytotox: inconclusive

Results for c1ccc(OCc2ccc(CCCN3CCOCC3)cc2)cc1 ?
HEK293 viab: 20%[23.9 µM]; SNCA expr inh: 1%[25.6 µM]; IP6K1 inh: 2; GPT2 inhibitor: -8%

Results for COCc1nnc2n1CCC(NC(=O)CCCc1nc3ccccc3s1)CC2 (configuration not stated) ?
HEK293 viab: 6%; SNCA expr inh: -9%; 3T3 cytotox: inactive; IP6K1 inh: -12; GPT2 inhibitor: -4%; FLuc inh: -3%; HEK cytotox: 4%

What do the screens show for `O=C(c1nnc(CN2CCN(CCO)CC2)n1-c1ccccc1)N1CCC[C@@H]1C(c1ccccc1)c1ccccc1`?
HEK293 viab: -7%; SNCA expr inh: 9%; 3T3 cytotox: inconclusive; IP6K1 inh: -4; GPT2 inhibitor: -3%; FLuc inh: -2%; HEK cytotox: inconclusive

How did COCC(=O)N1CC2(Cc3ccccc3N([S+](C)(=O)[O-])C2)C1 do in these assays?
HEK293 viab: 0%[87.6 µM]; SNCA expr inh: 3%[87.6 µM]; 3T3 cytotox: 2%[138 µM]; IP6K1 inh: -2; GPT2 inhibitor: 2%[88.5 µM]; FLuc inh: -4%[172 µM]; HEK cytotox: inconclusive

How did COc1ccc(CCNC(=O)c2nc3sccn3c2-c2ccncc2)cc1 do in these assays?
HEK293 viab: 8%; SNCA expr inh: 34%[activator]; 3T3 cytotox: inconclusive; IP6K1 inh: 7; GPT2 inhibitor: inactive; HEK cytotox: inconclusive

What do the screens show for `COCCN1CC(CO)C2(CCN(C3CCN(C(C)=O)CC3)CC2)C1` (configuration not stated)?
HEK293 viab: 7%[12.5 µM]; SNCA expr inh: -12%; 3T3 cytotox: 0%; IP6K1 inh: 9; GPT2 inhibitor: 4%; FLuc inh: -5%; HEK cytotox: -19%

What do the screens show for `COCC(=O)N[C@@H]1CN(C(=O)c2cccc(C)c2)CC[C@@H]1c1nc(C)no1`?
HEK293 viab: 8%; SNCA expr inh: -12%; 3T3 cytotox: inactive; IP6K1 inh: 20; GPT2 inhibitor: 3%; FLuc inh: -5%; HEK cytotox: 9%

Results for O=C(Cc1c[nH]c2ccccc12)N1C[C@@H](CO)[C@H](c2ccccn2)C1 ?
HEK293 viab: -1%; SNCA expr inh: -13%; 3T3 cytotox: -21%; IP6K1 inh: 3; GPT2 inhibitor: 5%; FLuc inh: 0%; HEK cytotox: -21%

Results for COc1ccc(N2CC3CCC(C2)N3C(=O)c2ccncc2)cc1 ?
HEK293 viab: -7%; SNCA expr inh: -11%; 3T3 cytotox: -18%; IP6K1 inh: 3; GPT2 inhibitor: inactive; HEK cytotox: -18%

Results for O=C1NCCCCCCN(Cc2ccncc2)[C@@H]2CN(C(=O)c3ccsc3)CC[C@@H]12 ?
HEK293 viab: -1%; SNCA expr inh: -7%; 3T3 cytotox: -21%; IP6K1 inh: 22; GPT2 inhibitor: 4%; FLuc inh: -2%; HEK cytotox: -4%

Results for Cc1[nH]nc(-c2ccc(F)cc2)c1CC(=O)Nc1ccc2c(c1)C(=O)N1CCC[C@H]1C(=O)N2 ?
HEK293 viab: 2%; SNCA expr inh: 1%; 3T3 cytotox: -9%; IP6K1 inh: -5; GPT2 inhibitor: 3%; FLuc inh: -12%; HEK cytotox: -4%

Reprinted from the entries so far for reference:
Results for O=C1NCCCCCCN(Cc2ccncc2)[C@@H]2CN(C(=O)c3ccsc3)CC[C@@H]12 ?
HEK293 viab: -1%; SNCA expr inh: -7%; 3T3 cytotox: -21%; IP6K1 inh: 22; GPT2 inhibitor: 4%; FLuc inh: -2%; HEK cytotox: -4%

Results for Cc1[nH]nc(-c2ccc(F)cc2)c1CC(=O)Nc1ccc2c(c1)C(=O)N1CCC[C@H]1C(=O)N2 ?
HEK293 viab: 2%; SNCA expr inh: 1%; 3T3 cytotox: -9%; IP6K1 inh: -5; GPT2 inhibitor: 3%; FLuc inh: -12%; HEK cytotox: -4%

(continued)
What do the screens show for `COc1ccc(NC(=O)c2ccc3c(c2)N(S(=O)(=O)c2ccccc2)CC3)cc1`?
HEK293 viab: 2%; SNCA expr inh: 32%[activator]; 3T3 cytotox: -2%; IP6K1 inh: -7; GPT2 inhibitor: inactive; FLuc inh: -17%; HEK cytotox: inconclusive

How did COc1ccc(NC(=O)N2CC3CC(C2)[C@H]2CCCC(=O)N2C3)cc1 (some centres not stated) do in these assays?
HEK293 viab: 3%; SNCA expr inh: 5%; 3T3 cytotox: inactive; IP6K1 inh: 1; GPT2 inhibitor: inactive; FLuc inh: 0%; HEK cytotox: 0%

Results for CC1CCN(C(=O)c2ccccc2OCC2CCCN(Cc3cccnc3)C2)CC1 (configuration not stated) ?
HEK293 viab: -11%; SNCA expr inh: -17%; 3T3 cytotox: -7%; IP6K1 inh: 7; GPT2 inhibitor: inactive; FLuc inh: -3%; HEK cytotox: inconclusive

Results for Cc1ccc(NC(=O)C(C)n2nnc3sc4c(c3c2=O)CCCC4)cc1Cl (configuration not stated) ?
HEK293 viab: 8%; SNCA expr inh: -7%; IP6K1 inh: 22
